MITF primary: MITF inhibitors, primary screen, biochemical, AlphaScreen, human | Microphthalmia-associated transcription factor (Homo sapiens), O75030 | 0.91% of 650,000 active | inhibition, % at 2.6 µM | AID 1259374, 2018 | AlphaScreen MITF homodimerization, bead proximity signal; in the data active means inhibition above about 50%;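 further: 0% = vehicle wells with protein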
Target sequence (O75030 whole entry, looked up): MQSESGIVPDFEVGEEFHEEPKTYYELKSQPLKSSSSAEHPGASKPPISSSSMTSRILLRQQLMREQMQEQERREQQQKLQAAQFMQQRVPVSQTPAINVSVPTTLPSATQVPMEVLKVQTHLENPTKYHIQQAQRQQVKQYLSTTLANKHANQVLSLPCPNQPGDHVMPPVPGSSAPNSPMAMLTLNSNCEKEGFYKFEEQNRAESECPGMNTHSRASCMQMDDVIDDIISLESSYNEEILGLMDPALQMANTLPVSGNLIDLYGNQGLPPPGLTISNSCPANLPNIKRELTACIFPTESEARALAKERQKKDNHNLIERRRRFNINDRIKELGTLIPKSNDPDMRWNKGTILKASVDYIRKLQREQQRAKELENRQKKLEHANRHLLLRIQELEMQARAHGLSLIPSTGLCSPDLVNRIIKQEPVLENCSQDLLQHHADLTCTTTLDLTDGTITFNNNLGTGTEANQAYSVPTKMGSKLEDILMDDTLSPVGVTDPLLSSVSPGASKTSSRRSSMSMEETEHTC
GPR151 activ: activators of human GPR151, primary screen, cell-based, PathHunter beta-arrestin, luminescence. G-protein coupled receptor 151 (Homo sapiens), Q8TDV0. 1% of 650,000 active. AID 1508602, 2020. activation, % at 11.2 µM. PathHunter beta-arrestin GPR151 cells; in the data active means activation above about 4.9%;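 further: 0% = median of compound wells and 100% = cells with positive control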
Target sequence (Q8TDV0 whole entry, looked up): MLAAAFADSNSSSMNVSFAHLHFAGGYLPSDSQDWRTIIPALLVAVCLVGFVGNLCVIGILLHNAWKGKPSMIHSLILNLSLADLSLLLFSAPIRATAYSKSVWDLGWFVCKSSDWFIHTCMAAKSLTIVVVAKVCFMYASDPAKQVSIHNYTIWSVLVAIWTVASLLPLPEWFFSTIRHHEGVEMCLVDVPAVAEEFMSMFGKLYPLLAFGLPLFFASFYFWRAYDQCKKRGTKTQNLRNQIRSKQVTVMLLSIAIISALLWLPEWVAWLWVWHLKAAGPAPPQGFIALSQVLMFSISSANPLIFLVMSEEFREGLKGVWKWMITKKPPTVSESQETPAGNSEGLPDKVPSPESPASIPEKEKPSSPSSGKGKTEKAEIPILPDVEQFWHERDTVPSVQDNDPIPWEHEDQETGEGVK
FBW7 act: FBW7 E3 ligase activators, primary screen, biochemical, AlphaScreen, human. AID 1259310, 2017. 0.13% of 650,000 active. F-box/WD repeat-containing protein 7 (Homo sapiens), Q969H0. AlphaScreen FBW7–phospho-cyclin E peptide binding, activator screen. normalized activity (activation), % at 26.1 µM; in the data active means normalized activity above about 1.9%;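 further: purified mutant Fbw7 with reduced substrate affinity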
TEAD-YAP block: TEAD-YAP interaction inhibition, primary screen, TEAD-YAP interaction inhibitor project, luminescence, HEK-TIYL cells. TEAD-Gal4/YAP UAS-luciferase luminescence. inhibition, % at 9.12 µM. 1.4% of 640,000 active. AID 1259422, 2018; in the data active means inhibition above about 32%;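 further: 0% = median of test compound wells and 100% = reference inhibitor wells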
Numbers without * were called inactive.

SMILES	MITF primary	GPR151 activ	FBW7 act	TEAD-YAP block
CNCCOc1ccc(C(C)(C)C)cc1Cl	6	1.1	-0.2	-8
C=CCN1CCN(c2ccc(OC)cc2)C1=O	13	-3.2	0.2	-51
Cc1ccc(Nc2c(-c3c[nH]c4ccccc34)nc3c[n+](CC(N)=O)ccn23)cc1	4	0.3	-0.6	-5
Cc1ccccc1Nc1c2c(nc3ncnn13)CCC2	26	0.3	0.6	-10
CCOCCOC(=O)C1=C(C)NC2=C(C(=O)CC(c3ccc(OC)cc3)C2)C1c1cccc(F)c1 (stereo unspecified)	5	-0.1	0.2	8
O=C(CCCn1c(=O)[nH]c2ccsc2c1=O)NCc1ccccc1Cl	1	2.0	0.0	8
O=C(CSc1ccncc1)N1CCOc2ccc(CN3CCc4ccccc4C3)cc2C1	3	0.1	-0.3	-16
Cc1n[nH]c(C)c1CNC(=O)CC1C(=O)NCCN1Cc1cccc(Oc2ccccc2)c1 (stereo unspecified)	-1	-0.2	0.1	9
CCC(=O)Oc1ccc(N2C(=O)C3C4C=CC(C4)C3C2=O)cc1 (stereo unspecified)	7	1.2	-0.1	-5
O=S(=O)(CCSc1ccccc1)OCC(F)(F)F	13	1.0	0.1	6
CC(NC(=O)CCOc1ccccc1)c1ccccc1 (stereo unspecified)	15	-1.1	0.1	-2
Cc1cc(C)c(OCC(=O)N/N=C/c2ccc(O)c([N+](=O)[O-])c2)c(C)c1	-3	2.0	0.0	-22
CCCCOC(=O)c1cccc(N2C(=O)C3C4CCC(C4)C3C2=O)c1 (stereo unspecified)	-2	0.4	-0.1	1
Cc1ccc(C(O)c2cccnc2)o1 (stereo unspecified)	18	0.2	1.1	-3
Cc1nc2c(c(N3CCCC3)n1)CN(S(=O)(=O)c1cccc(C#N)c1)CC2	5	1.9	0.2	-2
COC(=O)CSc1nnc2n(C)c(=O)c3ccccc3n12	-6	0.1	0.5	1
O=C(NCc1cccc(C(F)(F)F)c1)c1cc(NCCCN2CCCC2=O)nc2ccccc12	-2	4.8	-0.2	-14
CCC1(O)CC2CN(CCc3c([nH]c4ccccc34)[C@@](C(=O)OC)(c3cc4c(cc3OC)N(C=O)C3[C@]45CCN4CC=C[C@@](CC)([C@@H](OC(C)=O)[C@]3(O)C(=O)OC)[C@H]45)C2)C1 (stereo partly specified)	26	-1.0	0.1	69*
CCOC(=O)COc1c(/C=C2\SC(=S)N(C)C2=O)cccc1OC	-10	-0.6	-0.2	-6
O=C(Nc1ccc(N2CCOCC2)cc1)c1ccc(Cn2ccnc2)cc1	8	0.7	-0.1	-1

Compound profiles (already shown):
Profile of CCC(=O)Oc1ccc(N2C(=O)C3C4C=CC(C4)C3C2=O)cc1 (stereo unspecified) → MITF primary: 7; GPR151 activ: 1.2; FBW7 act: -0.1; TEAD-YAP block: -5
Profile of CCC1(O)CC2CN(CCc3c([nH]c4ccccc34)[C@@](C(=O)OC)(c3cc4c(cc3OC)N(C=O)C3[C@]45CCN4CC=C[C@@](CC)([C@@H](OC(C)=O)[C@]3(O)C(=O)OC)[C@H]45)C2)C1 (stereo partly specified) → MITF primary: 26; GPR151 activ: -1.0; FBW7 act: 0.1; TEAD-YAP block: 69*

5 entries from above, with two lines to a compound:
Below each compound: MITF primary, GPR151 activ, FBW7 act, TEAD-YAP block
CCOCCOC(=O)C1=C(C)NC2=C(C(=O)CC(c3ccc(OC)cc3)C2)C1c1cccc(F)c1 (stereo unspecified)
→ 5, -0.1, 0.2, 8
CCC1(O)CC2CN(CCc3c([nH]c4ccccc34)[C@@](C(=O)OC)(c3cc4c(cc3OC)N(C=O)C3[C@]45CCN4CC=C[C@@](CC)([C@@H](OC(C)=O)[C@]3(O)C(=O)OC)[C@H]45)C2)C1 (stereo partly specified)
→ 26, -1.0, 0.1, 69*
O=C(Nc1ccc(N2CCOCC2)cc1)c1ccc(Cn2ccnc2)cc1
→ 8, 0.7, -0.1, -1
CCOC(=O)COc1c(/C=C2\SC(=S)N(C)C2=O)cccc1OC
→ -10, -0.6, -0.2, -6
Cc1ccc(C(O)c2cccnc2)o1 (stereo unspecified)
→ 18, 0.2, 1.1, -3

(list continues)
SMILES	MITF primary	GPR151 activ	FBW7 act	TEAD-YAP block
CC(O)C12CC3CC(CC(C3)C1)C2 (stereo unspecified)	1	-0.8	0.2	7
O=C(NCC1CCCO1)C1CCCN1C(=O)Nc1ccccc1[N+](=O)[O-] (stereo unspecified)	-7	0.2	0.3	-6
CCNC(=S)N/N=C/c1ccccc1F	11	-1.8	0.3	15
Cc1ccc(-n2nc(C)c3c(=O)c(C(=O)Nc4ccccc4C)c[nH]c32)cc1	-9	-0.6	0.0	2
CCN(Cc1ccncc1)C1CCCN(C(=O)Nc2ccccc2C(=O)OC)C1 (stereo unspecified)	7	1.0	-0.1	-2
CC1CC(C)CN(c2cc(Nc3ccc4c(c3)OCCO4)c3c4c(onc24)-c2ccccc2C3=O)C1 (stereo unspecified)	14	-0.9	0.0	4
CC(C)(O)C#Cc1ccc(C(=O)N2CCN(c3ccccc3)CC2)cc1	-6	0.9	-0.2	9
COc1ccc(NC(=O)c2ccc3c(=O)n(-c4ccc(F)cc4)c(=S)[nH]c3c2)cc1OC	15	-2.1	0.1	5
O=C(NCCCN1CCOCC1)c1ccc2c(c1)NC(=O)C(CSCc1ccc(F)cc1Cl)N2 (stereo unspecified)	-17	0.7	0.0	4
COc1ccc(Cl)cc1-n1c(C)ccc1C	4	0.7	-0.1	9
O=C(Nc1nc(-c2csc(NC(=O)c3ccco3)n2)cs1)c1ccco1	12	2.7	-0.1	14
c1ccc2c(OCCCCCn3ccnc3)cccc2c1	0	0.4	-0.1	3
O=S(=O)(NC1CCCCC1Oc1ccccc1)c1ccccc1 (stereo unspecified)	10	0.2	0.0	1
O=C(COc1ccc(C(F)(F)F)cn1)Nc1ccc(OC(F)F)cc1	3	1.5	0.3	7
Cc1cccc(NC(=O)CN2c3cccc4cccc(c34)S2(=O)=O)c1	6	0.5	0.0	-6
O=C(NC(=S)Nc1ccc(F)cc1F)c1ccco1	-5	1.5	0.0	-58
Cc1ccc(Cl)cc1NC(=O)CSc1nc2ccc(NC(=O)CCc3ccccc3)cc2s1	-14	1.7	-0.2	-7
COc1ccc(-c2noc(CC(=O)N3CCN(c4ccc(C)cc4)C(C)C3)n2)cc1 (stereo unspecified)	1	-0.1	0.0	1
CC1(C)CC(=O)C2=C(C1)N=C1c3ccccc3C(=O)C1C2c1ccc(F)cc1 (stereo unspecified)	10	1.0	-0.1	14
COCCNc1cc(-c2cncc(-c3ccc(F)cc3)c2)nc(C)n1	-18	-0.2	0.0	-2

Following part.
SMILES	MITF primary	GPR151 activ	FBW7 act	TEAD-YAP block
O=C(CN1C(=O)c2ccccc2C1=O)Nc1ccc(O)cc1C(=O)O	7	0.6	0.2	8
COc1ccc(-c2csc(NC(=O)Cc3c[nH]c4ccccc34)n2)cc1	0	1.4	-0.1	-9
CSc1nnc(NC(=O)Cc2ccccc2)s1	17	2.9	0.1	-7
CCOc1ccc(CCNS(=O)(=O)c2ccc3[nH]c(=O)ccc3c2)cc1OCC	-6	2.6	-0.1	7
O=C(N/N=C/c1cccs1)NC12CC3CC(CC(C3)C1)C2	-1	-1.2	0.2	1
O=C(NCc1cccnc1)c1cnc(-c2csc3ccccc23)s1	-3	-1.1	0.0	-22
CC(C)CCSc1nc2ccccc2c2nc(-c3ccc([N+](=O)[O-])cc3)nn12	13	0.2	0.1	12
O=C(/C=C/c1cccc(Br)c1)N1CCN(c2ccccc2O)CC1	7	-1.0	-0.2	-5
O=C(O)C(Br)(Cc1ccccc1)C(=O)O	7	-0.7	0.0	7
Cc1cc(C)cc(NC(=O)COC(=O)c2cc(=O)[nH]c(=O)[nH]2)c1	0	-0.9	0.2	5
Cc1cc(Oc2nc([N+](=O)[O-])nn2CC(N)=O)ccc1Cl	3	0.9	0.0	-2
OCCC1CN(Cc2cccc(Cl)c2)CCN1C1CCCC1 (stereo unspecified)	-3	-1.6	0.3	-3
O=C(Nc1cc(Cl)ccc1O)c1cc(-c2ccc(O)cc2)on1	2	0.1	0.0	-73
CCOC(=O)C1=C(C)N=c2s/c(=C\c3ccccc3OCc3ccc(Cl)cc3Cl)c(=O)n2C1c1ccc(N(C)C)cc1 (stereo unspecified)	8	0.9	0.4	1
Cc1nn(CCCC(=O)NCCCN2CCCC2=O)c(=O)c2cc3sccc3n12	-12	-0.3	0.0	-8
C[C@@H](O)[C@@H]1NC(=O)[C@@H]2C[C@H](NCc3ccc(Cl)cc3)CN2C1=O	10	0.3	0.1	18
NC(=O)C1CCN(C(=O)CN2CCCc3ccccc32)CC1	-31	-1.0	0.0	-7
O=C(/C=C/c1cccc([N+](=O)[O-])c1)c1cc2cc([N+](=O)[O-])ccc2oc1=O	-1	-0.3	0.4	-5
O=C(CN1CCN(c2ccc([N+](=O)[O-])cc2)CC1)N1CCOCC1	2	-0.5	0.1	12
COC(=O)C1(C(F)(F)F)N=C(N2CCCCC2)Oc2c1c(C)nn2-c1ccccc1 (stereo unspecified)	-16	-0.5	-0.1	-8

Next structures
SMILES	MITF primary	GPR151 activ	FBW7 act	TEAD-YAP block
COc1ccc2c(c1)CCC(C)N2C(=O)Nc1ccc(OC)c(OC)c1 (stereo unspecified)	11	0.7	0.1	1
O=C(CCCCn1c(=O)[nH]c2ccccc2c1=O)NC1CCCCC1	10	0.3	0.3	4
COc1cc(/C=C2\C(=O)NC(=O)N(c3cc(OC)c(Cl)cc3OC)C2=O)ccc1O	-3	-0.3	-0.1	-1
CC(Cc1cccs1)NC(=O)C1c2ccccc2Oc2ccccc21 (stereo unspecified)	5	-0.8	0.1	10
CCCCN(CC)S(=O)(=O)c1ccc(C(=O)Nc2sc3c(c2C(=O)OCC)CCN(C(C)=O)C3)cc1	-10	0.8	0.0	22
Cc1ccc(C)n1-n1c(C)nc2scc(-c3ccccc3)c2c1=O	-6	-0.1	-0.2	5
COC(=O)c1ccc(NC(=O)c2ccc(C)cc2Cl)cc1	8	-0.5	0.0	-26
O=C(Nc1ccc(NC(=O)c2ccc(Cl)c(Cl)c2)cc1)c1ccc(Br)cc1	-4	-0.3	0.1	4
CCOC(=O)c1c(NC(C)=O)sc2c1CCC/C2=N\OC(=O)c1ccccc1Cl	1	1.0	-0.1	-7
Cc1ccc2oc(-c3cc(NC(=O)COc4ccc(C(C)(C)C)cc4)ccc3O)nc2c1	1	-0.6	-0.2	2
COc1ccc(C(=O)O)cc1S(=O)(=O)N1CCN(c2cccc(Cl)c2)CC1	13	1.1	-0.2	13
COCCNCCCCOc1ccc(Br)cc1Cl	17	-1.0	-0.1	-24
COc1ccccc1-n1c(O)c(C=Nc2ccc(F)cc2)c(=O)[nH]c1=O	-2	0.7	0.1	-9
CC(C)C(=O)N1c2ccccc2NC2=C(C(=O)CCC2)C1c1ccco1 (stereo unspecified)	10	-1.2	0.2	-12
Cc1ccc(C(=O)NC(C(=O)O)C(C)C)cc1 (stereo unspecified)	9	7.8*	0.1	9
COCCCNC(=O)c1ccc(Sc2ccccc2Cl)c([N+](=O)[O-])c1	13	2.6	0.2	-2
Cc1ccccc1-c1nn2c(Cn3cnc4ccccc43)nnc2s1	7	-0.1	0.1	-7
CCc1cc(C(=O)OC)c(NC(=S)NCc2cnn(CC)c2)s1	20	-0.1	-0.1	-13
O=C(COc1ccccc1Cl)Nc1ccccc1F	7	-1.5	0.0	-57
COc1cc(OC)cc(C2=N/C(=C/c3ccc(N(C)C)cc3)C(=O)O2)c1	3	-0.7	-0.1	-8

(list continues)
SMILES	MITF primary	GPR151 activ	FBW7 act	TEAD-YAP block
COc1ccc(NC(=O)C2Cc3ccccc3CN2S(=O)(=O)c2cccs2)cc1 (stereo unspecified)	2	1.5	0.0	1
Cn1c(=O)[nH]c(=O)c2c1ncn2CC(=O)NCc1ccco1	-11	-0.9	-0.1	-2
O=S(=O)(NCCSc1ccccc1)c1ccc(Br)cc1	-13	-0.9	0.1	-13
CCOCCOC(=O)COc1ccc2c(=O)c(Oc3cc(C)cc(C)c3)c(C(F)(F)F)oc2c1	-9	-0.4	-0.1	6
COC(=O)c1ccc(CN2CCOc3ccc(C(O)c4cccnc4)cc3C2)cc1 (stereo unspecified)	6	1.0	0.1	12
COc1cc(OC)cc(-c2cc3nc(C)c(C)c(NCCCN)n3n2)c1	5	1.6	-0.3	12
CCOc1ccc(/C=C2\C(=O)ON=C2c2ccc(Cl)cc2)c(OCC)c1	-3	-1.6	0.6	-6
CC(C)CC(=O)Nc1ccc(C(=O)CN2C(=O)NC3(CCC(C)CC3)C2=O)cc1 (stereo unspecified)	13	-0.1	0.0	-10
Cc1c(Cl)c([N+](=O)[O-])nn1CCCC(=O)Nc1ccc(Br)cc1	17	-0.4	0.0	2
c1ccc(CC2CCN(Cc3ccccn3)CC2)cc1	24	3.2	-0.3	2
Cc1cc(=O)[nH]c(N2N=C(c3ccc(Br)cc3)CCC2=O)n1	8	-2.1	0.0	-5
O=C1N[C@@H](Cc2ccccc2)C(=O)N2CCN(Cc3cnn(-c4ccccc4F)c3)C[C@H]12	9	-1.3	0.9	0
Cc1cc(NS(=O)(=O)c2ccc(Nc3nc(-c4ccc(Cl)c(Cl)c4)cs3)cc2)no1	3	-0.4	-0.1	7
Cc1cccc2cc(CN(Cc3cccs3)C(=O)C3CCCO3)c(=O)[nH]c12 (stereo unspecified)	8	0.4	0.1	-10
C=CCOc1cccc(C2c3c(oc4ccc(C)cc4c3=O)C(=O)N2CCOC)c1 (stereo unspecified)	-13	-0.3	0.0	-11
